Compound activity: PubChem, National Center for Advancing Translational Sciences (NCATS)
TRHR enhancer: qHTS for Small Molecule Agonists and Allosteric Enhancers of Human TRH Receptor: Primary Screen for Enhancers; TRHR cells, fluo-8 calcium fluorescence, EC20 TRH enhancement; enhancement, % at 2 µM; actives 0.66% (n = 360,000); AID 493056, 2011; in the data active = enhancement above about 30%; note: 0% is about no effect
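TRHR-expressing cells loaded with fluo-8 calcium dye were read kinetically (ex 480/em 530) during compound addition, then stimulated with an EC20 of TRH (10 nM final). Enhancement of the Gq-mediated intracellular calcium response was scored.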
RXFP1 antagonist: qHTS Assay for Antagonists of the Relaxin Receptor RXFP1; HEK293-RXFP1, relaxin-stimulated cAMP HTRF, 30 min; stronger effect = lower value; activity change, negative = inhibition, % at 57.5 µM; actives 0.59% (n = 350,000); AID 1259400, 2018;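 active = activity change of -60% or lower, but not beyond a set lower limit; inconclusive = change between -60% and -40%, or beyond the set limit; inactive = change above -40%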; note: % is set by controls: 0 for no effect and ±100 for the full control effect
D1 antag: Antagonist of Human D 1 Dopamine Receptor: qHTS; D(1A) dopamine receptor (Homo sapiens), P21728; HEK293 TREx D1 cells, calcium flux, dopamine EC80; stronger effect = lower value; activity change, negative = inhibition, % at 10 µM; actives 3.2% (n = 360,000); in the data active = activity change below about -30%; note: % is set by controls: 0 for no effect and ±100 for the full control effect
Target sequence (P21728 whole entry, looked up): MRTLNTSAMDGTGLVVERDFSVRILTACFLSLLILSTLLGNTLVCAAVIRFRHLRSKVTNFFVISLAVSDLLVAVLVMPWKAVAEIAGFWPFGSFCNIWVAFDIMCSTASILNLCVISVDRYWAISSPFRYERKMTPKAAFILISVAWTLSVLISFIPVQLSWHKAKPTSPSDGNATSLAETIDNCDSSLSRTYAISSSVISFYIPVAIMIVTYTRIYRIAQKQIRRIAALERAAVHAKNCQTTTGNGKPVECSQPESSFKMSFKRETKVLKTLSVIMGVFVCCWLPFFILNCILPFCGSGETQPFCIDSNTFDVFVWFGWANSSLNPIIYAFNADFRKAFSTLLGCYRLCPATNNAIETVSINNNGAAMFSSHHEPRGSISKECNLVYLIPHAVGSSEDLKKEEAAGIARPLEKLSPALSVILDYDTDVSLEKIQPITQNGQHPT
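Calcium flux readout: force-coupled, inducible Hek293 Trex D1 line, cells induced overnight at 30 C with tetracycline, dye-loaded 30–90 min at RT. Antagonism scored against EC80 dopamine challenge given 180 s after compound.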
D2 potentiator: HTS Assay for Positive Allosteric Modulators of the Human D2 Dopamine Receptor: Primary Screen for Potentiators; HEK293 T-REx D2, calcium flux, EC20 dopamine potentiation; D(2) dopamine receptor (Homo sapiens), P14416; actives 0.34% (n = 340,000); AID 485347, 2010; potentiation, % at 10 µM;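 active = potentiation over 3 SD above the plate norm, cut at about 30% in these data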; note: 0% is about no effect
Target sequence (P14416 whole entry, looked up): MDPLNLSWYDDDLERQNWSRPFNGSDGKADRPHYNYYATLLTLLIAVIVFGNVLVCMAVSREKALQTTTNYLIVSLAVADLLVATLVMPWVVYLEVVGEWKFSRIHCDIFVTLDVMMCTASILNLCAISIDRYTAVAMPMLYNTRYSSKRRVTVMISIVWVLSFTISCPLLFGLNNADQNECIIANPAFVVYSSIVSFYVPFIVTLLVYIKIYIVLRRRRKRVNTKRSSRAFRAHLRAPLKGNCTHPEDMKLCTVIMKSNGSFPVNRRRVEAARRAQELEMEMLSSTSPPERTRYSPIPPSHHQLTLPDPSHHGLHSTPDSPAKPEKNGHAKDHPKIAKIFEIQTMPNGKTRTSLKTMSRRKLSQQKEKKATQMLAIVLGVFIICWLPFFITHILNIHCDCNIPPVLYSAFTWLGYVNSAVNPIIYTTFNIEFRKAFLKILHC
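Tetracycline-induced HEK293 T-REx cells force-coupled to calcium signalling expressed D2; compounds were pin-added after a 10 s baseline, read kinetically 180 s, then an EC20 dopamine challenge followed with a further 180 s calcium read.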
TRHR ag: qHTS for Small Molecule Agonists and Allosteric Enhancers of Human TRH Receptor: Primary Screen for Agonists | actives 0.18% (n = 360,000) | TRHR cells, calcium flux fluo-8, FDSS agonist mode | activation, % at 2 µM; in the data active = activation above about 30%; note: 0% is about no effect
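TRHR-expressing cells loaded with fluo-8 calcium dye; 23 nL library compound pin-transferred, kinetic FDSS fluorescence (Ex 480/Em 530) recorded about 180 s for agonist-induced calcium release, before a 10 nM TRH EC20 addition for potentiator mode.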
RXFP1 ag: qHTS Assay for Agonists of the Relaxin Receptor RXFP1; Relaxin receptor 1 (Homo sapiens), Q9HBX9; HEK293T-RXFP1 cAMP TR-FRET, 30 min; response scale: percent of porcine relaxin response, buffer zero; Potency, µM (doses to about 57.5 µM), without a hit: top-dose activation, hits mostly activators; actives 0.3% (n = 370,000); note: potency is the fitted concentration of half-maximal effect; % is set by controls: 0 for no effect and ±100 for the full control effect; nearly all actives have a fitted effect of over 60% in size; many of its hits are not listed in these tables
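HEK293 cells stably expressing RXFP1, treated 30 min at 37C with compounds plus PDE4 inhibitor Ro 20174; cAMP measured by HTRF TR-FRET. Normalized to buffer and 29 nM porcine relaxin; EC50 by Hill fit.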
Anesthetic bind: qHTS Assay for Identification of Novel General Anesthetics | apoferritin/1-aminoanthracene competitive binding, fluorescence | Potency, µM (series often up to 77.5 µM), without a hit: top-dose activity change, negative = displacement, usual class: inhibitors | actives 0.074% (n = 350,000); note: potency is the fitted concentration of half-maximal effect; % is set by controls: 0 for no effect and ±100 for the full control effect; nearly all actives have a fitted effect of over 20% in size
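Steps: apoferritin (10 uM) was premixed with half-saturated 1-AMA in PBS, compounds were pin-transferred, plates stood 10 min at room temperature, fluorescence was read at 380/535 nm, and curves were fitted with a Hill equation.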
D1 potentiator: Potentiators of Human D1 Dopamine Receptor: qHTS; D(1A) dopamine receptor (Homo sapiens), P21728; HEK293 TREx D1 cells, calcium flux, dopamine EC20 potentiation; potentiation, % at 10 µM; actives 0.036% (n = 360,000); AID 504651, 2011; in the data active = potentiation above about 30%; note: 0% is about no effect
D1 ag: Allosteric Agonists of the Human D1 Dopamine Receptor: qHTS | HEK293 T-REx D1 cells, calcium flux, agonist mode | activation, % at 2 µM | actives 1% (n = 360,000) | AID 504660, 2011; in the data active = activation above about 30%; note: 0% is about no effect
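Agonism was scored from calcium flux recorded over 180 s (1 read/s) after pintool compound addition, following a 10-cycle baseline. Cells were inducible force-coupled HEK293 TREx D1, plated overnight at 30 C and loaded with no-wash calcium dye.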
An asterisk follows results filed as active; ? = inconclusive; · = not tested or not shown. Unless noted, calls come from the whole dose curve; as a rule, active = well fitted curve in the direction sought with a large enough effect; inconclusive = small, poorly fitted or top-dose-only effect, or another doubt; inactive = no such curve, though single readings can be large; an effect the other way counts as inactive or inconclusive. These rows are one share of the data. The share of hits here may be higher or lower than overall.

Structure	TRHR enhancer	RXFP1 antagonist	D1 antag	D2 potentiator	TRHR ag	RXFP1 ag	Anesthetic bind	D1 potentiator	D1 ag
Cc1ccc(CNS(=O)(=O)N(C)C)cc1	-4	7	·	8	-0.4	1.6%	?	3	-1
Cn1cc([N+](=O)[O-])c(C(=O)N/N=C/c2ccc([N+](=O)[O-])cc2)n1	-3	5	-2	-9	-0.2	-1.6%	-7%	4	0
CC(=O)c1cccc(NC(=O)N[C@@H](CC(C)C)C(=O)O)c1	5	10	0	6	0.4	1.7%	-1%	1	-1
Cc1cccc(NS(=O)(=O)c2c(C)nc3sccn3c2=O)c1C	-1	-1	-7	-3	0.8	1.2%	-5%	-5	8
COc1cccc(CNCCSc2nnnn2C)c1OCc1ccccc1F	-6	·	3	-14	0.6	-0.4%	-4%	-2	-1
Cc1cccc(C)c1OCC(=O)Nc1cc(Cl)ccc1-n1cncn1	-4	-4	-3	-3	-0.9	-1.1%	·	-6	1
CC(=O)c1c(N2CCN(C(=O)C3CCCO3)CC2)nc(=S)n(-c2ccccc2)c1C (centres undefined)	0	2	4	-6	0.9	2.3%	-7%	-4	3
CCOC(=O)C(C(=O)Nc1cccc(C)n1)C1CCCCC1 (centres undefined)	-6	-6	-14	-9	0.2	0.6%	-13%	1	0
C=CCn1c(=O)c2c(C)c(C)sc2n2c(Nc3ccccc3)nnc12	8	-19	-1	·	-0.9	-0.4%	-11%	-2	4
O=C(CSc1nc(=O)n(CCN2CCOCC2)c2c1CCCC2)Nc1ccc([N+](=O)[O-])cc1	-1	-3	0	-1	-0.2	2.0%	·	-7	3
O=C(NCCCN1CCOCC1)c1ccccc1	0	2	5	18	0.0	2.5%	-2%	-3	2
COc1ccc(Cc2c(O)nc(SCC(=O)N3CCOCC3)[nH]c2=O)cc1	0	20	4	-1	0.6	-0.3%	3%	-3	1
Cc1cc(=O)[nH]c(N/N=C/c2ccc(Cl)cc2Cl)n1	-3	8	-6	-7	0.9	0.1%	-1%	-4	2
Cc1cc(C)cc(OCC(=O)OCC(=O)Nc2cc(S(=O)(=O)N3CCOCC3)ccc2C)c1	-3	1	3	·	0.2	0.4%	·	·	0
CC(=O)Nc1nnc(SCC(=O)NC(C)(C)C)s1	21	5	-20	21	-0.4	-0.6%	-8%	1	3
O=C(Cn1nc(C(F)(F)F)c2c1CCCC2)Nc1ccc(Br)cc1	12	-28	-21	-9	1.5	2.9%	1%	1	13
COc1ccc(C(CNC(=O)c2cccn2C)N2CCOCC2)cc1 (centres undefined)	6	4	2	6	-1.0	0.5%	·	-1	4
CCCc1c(C)nc(N2CCN(c3cccc(OC)c3)CC2)[nH]c1=O	1	2	2	11	-0.2	-4.8%	2%	-2	2
CCc1nnc(NC(=O)CSc2nnc(-c3ccoc3C)n2-c2ccccc2)s1	2	16	13	-8	-2.0	-0.1%	-14%	0	1
CC(=O)N/N=C/c1ccc(OCCOc2ccc(Br)cc2)cc1	2	-6	-9	2	0.4	0.4%	-3%	-5	2

Four entries from above, field by field:
O=C(CSc1nc(=O)n(CCN2CCOCC2)c2c1CCCC2)Nc1ccc([N+](=O)[O-])cc1
  TRHR enhancer = -1 | RXFP1 antagonist = -3 | D1 antag = 0 | D2 potentiator = -1 | TRHR ag = -0.2 | RXFP1 ag = 2.0% | Anesthetic bind = · | D1 potentiator = -7 | D1 ag = 3

O=C(NCCCN1CCOCC1)c1ccccc1
  TRHR enhancer = 0 | RXFP1 antagonist = 2 | D1 antag = 5 | D2 potentiator = 18 | TRHR ag = 0.0 | RXFP1 ag = 2.5% | Anesthetic bind = -2% | D1 potentiator = -3 | D1 ag = 2

COc1ccc(Cc2c(O)nc(SCC(=O)N3CCOCC3)[nH]c2=O)cc1
  TRHR enhancer = 0 | RXFP1 antagonist = 20 | D1 antag = 4 | D2 potentiator = -1 | TRHR ag = 0.6 | RXFP1 ag = -0.3% | Anesthetic bind = 3% | D1 potentiator = -3 | D1 ag = 1

Cc1cc(=O)[nH]c(N/N=C/c2ccc(Cl)cc2Cl)n1
  TRHR enhancer = -3 | RXFP1 antagonist = 8 | D1 antag = -6 | D2 potentiator = -7 | TRHR ag = 0.9 | RXFP1 ag = 0.1% | Anesthetic bind = -1% | D1 potentiator = -4 | D1 ag = 2

(continued)
Structure	TRHR enhancer	RXFP1 antagonist	D1 antag	D2 potentiator	TRHR ag	RXFP1 ag	Anesthetic bind	D1 potentiator	D1 ag
CCc1ccc(NC(=O)C2=C(C)C(=O)OC23CCCCC3)cc1	-2	-16	-6	-4	0.4	-1.7%	-19%	-3	1
COc1ccc(-c2noc(CN(C)Cc3ccc(C)o3)n2)cc1	-10	16	7	-5	0.3	0.5%	-12%	-3	4
CCOc1ccc(NC(=O)[C@H]2O[C@@H]3OC(C)(C)O[C@@H]3[C@H]3OC(C)(C)O[C@H]32)cc1	-2	-1	-5	5	1.2	-2.0%	-3%	0	0
Cn1c(SCc2ccccc2F)nc2cccnc21	25	-6	0	14	0.6	2.8%	?	2	-1
Cn1c(SCC#N)nnc1-c1ccc2c(c1)OCO2	1	-1	4	-4	0.4	1.0%	4%	-3	0
Nc1nc(NCc2ccco2)nc(N2CCCCC2)c1[N+](=O)[O-]	3	-27	-4	-3	1.4	4.6%	-22%	-3	2
Cc1cc(C(=O)Nc2cc(S(C)(=O)=O)ccc2Cl)no1	-3	5	-14	4	-0.3	1.3%	·	-5	0
C[C@@H]1CN(Cc2nc(-c3ccc(Cl)cc3)no2)C[C@H](C)O1	-5	-8	6	-8	1.6	-2.0%	-6%	1	4
CCN(CC)S(=O)(=O)c1cc(C(=O)OCC(=O)Nc2cccc(S(=O)(=O)N(C)C)c2)ccc1F	-3	-22	-40*	19	-0.6	-0.2%	-19%	-4	1
c1ccc(-c2nc3ccccn3c2NC2CCCC2)nc1	3	-22	3	12	-0.3	-0.7%	-14%	-1	6
COC(=O)c1sccc1NC(=O)COc1cccc(C)c1	1	-8	-11	7	-0.2	0.0%	7%	-1	7
O=c1c2ccccc2n(Cc2ccc(F)cc2)c(=O)n1C1CCCC1	-3	-18	5	·	-1.4	0.0%	-3%	-4	4
COc1ccc2c(c1)c(=O)c(S(=O)(=O)c1ccc(F)cc1)cn2CC(=O)Nc1ccc(C)cc1C	-1	·	-20	-29	0.8	?	-14%	1	0
CCOC(=O)C1CCN(C(=O)c2cc3cc4ccc(OC)cc4nc3o2)CC1	-3	-13	-1	-1	-1.1	0.0%	-3%	-7	-1
Cc1ccc(-c2csc(NC(=O)Cc3cccs3)n2)cc1C	16	3	-8	-1	-0.1	1.1%	-11%	-4	0
O=C1NC2(CCCCCC2)C(=O)N1Cc1ccc(F)cc1Cl	-8	-5	1	-6	4.0	2.8%	2%	-2	2
O=C(COc1ccc(N2CC(C(=O)O)CC2=O)cc1)Nc1cccc(C(F)(F)F)c1 (centres undefined)	-2	8	7	0	0.5	2.7%	-8%	-1	-1
N/C(=N\OC(=O)c1ccc(Cl)c(Cl)c1)c1cccc(CSc2ccccn2)c1	-2	7	4	3	1.1	0.0%	-2%	-2	9
COc1ccc(NS(=O)(=O)c2cccc(C(=O)NCc3ccccc3CN3CCCC3)c2)cc1	1	3	-12	-34	2.0	2.2%	·	-5	17
S=c1nc2c(n[nH]1)c1ccccc1n2CCc1ccccc1	-1	-115*	10	3	0.5	2.7%	-22%	-2	0
Cc1cccc(C(=O)Nc2ccc3c(c2)nc(C)n3C)c1	-2	-5	-3	11	-0.9	1.1%	-7%	3	0
COc1ccccc1NC(=O)CCNC(=O)c1ccc(C)cc1	-8	1	-11	-4	-1.2	3.1%	-6%	-1	4
CCc1nc(NC(=O)Cc2csc(C)n2)sc1C(=O)OC	3	-21	-6	9	-2.2	-3.6%	-1%	-2	6
O=C(NCc1ccc(F)cc1)C1CCCCN1S(=O)(=O)c1ccc(F)cc1 (centres undefined)	16	-8	-24	-10	-0.9	1.9%	-5%	-4	3
O=C(NCc1ccco1)c1ccc(CNc2c(N3CCCCC3)c(=O)c2=O)cc1	-5	·	1	-9	0.4	0.4%	-11%	-4	-1
CCOc1ccc(-n2cc(C(=O)N3CCC(C)CC3)c3cc(OC)c(OC)cc3c2=O)cc1	1	2	-11	-8	0.0	5.7%	-19%	-8	0
COC(=O)c1ccccc1NC(=O)Cn1cc(S(=O)(=O)Cc2ccccc2F)c2ccccc21	2	-4	-18	1	1.0	-0.9%	3%	-2	9
CCCCC(=O)NC(=S)NNC(=O)c1ccc(OC)cc1	-5	?	4	-10	1.2	1.8%	-11%	-6	25
Cc1ccc(S(=O)(=O)NCCSc2ccccc2)cc1[N+](=O)[O-]	11	9	-23	5	0.0	3.9%	?	-10	4
COCCCNC(=S)N1CCC(NC(=O)c2ccco2)CC1	-6	1	1	2	-0.6	2.0%	-1%	-2	4
COc1cc(Cl)c(C)cc1NC(=O)CSCC#N	1	-3	-3	11	0.0	-0.4%	-6%	-1	0
